# Screening results deposited in PubChem by Broad Institute.
# EWS-Fli block – inhibitors of EWS/Fli oncoprotein transcriptional activity; AID 651661; A673 NR0B1-luciferase reporter, viability-normalised; actives 0.67% (n = 350,000); inhibition, % at 12.6 µM;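 active = mean inhibition of at least 50% after viability correction, with every replicate also passing that limit; inconclusive = mean reaches 50% but only one of two replicates passes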;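 note: firefly luciferase signal divided by Alamar Blue viability fluorescence both relative to DMSO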
# INS-1E GSIS act – primary screen for activators of insulin secretion dependent on glucose, INS-1E cells, GLuc reporter luminescence | activation, % at 16.6 µM | INS-1E GLuc reporter insulin secretion, 2-3 h | actives 0.61% (n = 370,000);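 active = lowest replicate activation of at least 40%, so every replicate reaches that level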;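 note: 0% = median of neutral control wells and 100% = median of IBMX positive control wells; some compounds called inactive have numbers as strong as hits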
# ARNT-TACC3 inh – disruptors of human ARNT/TACC3 interaction | actives 0.66% (n = 390,000) | inhibition, % at 9.99 µM | AlphaScreen His-ARNT PAS-B/GST-TACC3 binding, luminescence; TACC3 fragment carries E629A point mutation;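 active = mean inhibition of replicates at least 50% and at least half of replicates each reaching 50%; inconclusive = half or more replicates reach 50% but mean below 50%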;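 note: 0% = complete ARNT plus TACC3 wells and 100% = ARNT alone without TACC3; many hits fall short of the cut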
# ERp5 inh – ERp5 (human) disulfide isomerase inhibition; Q15084; ERp5 insulin aggregation, absorbance 650 nm, 90 min; inhibition, % at 9.99 µM; actives 0.05% (n = 350,000); AID 651711;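 active = mean replicate inhibition above about 25%, with every replicate also reaching it, limit read from the data, passing the limit was not always enough; inconclusive = only one of those two criteria met; inactive = neither criterion met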
# Target sequence (Q15084 whole entry, looked up): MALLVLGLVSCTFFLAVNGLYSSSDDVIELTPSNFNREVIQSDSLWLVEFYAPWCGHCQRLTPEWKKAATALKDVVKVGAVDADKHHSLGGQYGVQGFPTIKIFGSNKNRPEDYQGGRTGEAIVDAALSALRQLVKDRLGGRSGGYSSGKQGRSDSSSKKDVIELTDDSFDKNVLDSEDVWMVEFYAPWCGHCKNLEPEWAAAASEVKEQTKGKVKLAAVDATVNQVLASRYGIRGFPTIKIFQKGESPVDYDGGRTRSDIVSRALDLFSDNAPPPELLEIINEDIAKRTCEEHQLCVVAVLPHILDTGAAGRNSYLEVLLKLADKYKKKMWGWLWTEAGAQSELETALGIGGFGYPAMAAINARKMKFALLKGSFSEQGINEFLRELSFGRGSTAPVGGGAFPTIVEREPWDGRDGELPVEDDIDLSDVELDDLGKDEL
# PAX8 reporter – inhibitors of PAX8 transcriptional activity in RMG-I cells; RMG-I TPO-luciferase reporter, SteadyGlo, 24 h; actives 1.2% (n = 360,000); inhibition, % at 12.6 µM;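 active = mean replicate inhibition at least 60% with every replicate also reaching 60%; inconclusive = only one of the two criteria is met; inactive = mean below 60% and not all replicates reaching 60%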;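 note: luciferase light reporting Pax8 driven TPO promoter activity; plate controls were median of neutral control wells for no effect and mitoxantrone controls for full effect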
# XiGFP reactiv – reactivates the inactive X chromosome in mouse fibroblasts. actives 0.055% (n = 360,000). activation, % at 7.58 µM. XiGFP mouse fibroblasts, % GFP-positive cells imaging, 3 d; cells co-treated with 5-aza-dC sensitizer; scaled so ellipticine positive control = 100%;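 active = mean normalized replicate activation at least 10% and every replicate at or above 10%; inconclusive = only one of the two criteria met; inactive = mean below 10% and not all replicates reach 10%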;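 note: 0% = median of on-plate neutral control wells and 100% = ellipticine 6 µM median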
#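 assay system = SV40-immortalized XiGFP fibroblast cells, line 68-5-11 | buffer or medium = DMEM plus 5-aza-dC sensitizer | doses = single-point pinned compound dosing | times = 3-day compound exposure, then 15 min fixation at room temperature | benchmarks = positive control ellipticine, 6 µM final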
# DENV2 CPE rescue – inhibitors of DENV2 cytopathic effect. CPE inhibition, % at 9.99 µM. DENV2-infected cells, cytopathic effect rescue, plate reader. actives 1.7% (n = 350,000). AID 651640; in the data active = CPE inhibition above about 20%, passing the limit was not always enough; inconclusive = no clear call, values can overlap the other calls; tested in BHK-21 cells;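 note: 0% = median of neutral control wells and 100% = median of positive control wells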
# CFTR F508del cor – correctors of CFTR F508del function in bronchial epithelial cells | activity (quench increase), % at 7.58 µM | actives 0.36% (n = 350,000) | CFBE cells, YFP halide quenching; stimulated with forskolin plus potentiator P3; % fluorescence drop versus neutral controls;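 active = mean added fluorescence quench of at least 8% versus neutral control, with both replicates also reaching 8%; inconclusive = only one of the mean or replicate conditions met; inactive = mean below 8% and not both replicates reaching 8%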;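 note: cells transiently co-express mutant CFTR-F508del with the halide-sensitive YFP; corrector assay measuring rescue of mutant channel to the surface after 24 h compound exposure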
# Active calls of the source: *; ? = inconclusive; · = not tested or not shown.
SMILES,EWS-Fli block,INS-1E GSIS act,ARNT-TACC3 inh,ERp5 inh,PAX8 reporter,XiGFP reactiv,DENV2 CPE rescue,CFTR F508del cor
Cc1cc(C)c(N=Cc2c(O)n(-c3nccs3)c(=O)c3ccccc23)c(C)c1,·,-24.1,1.9,·,16.5,0.0,·,·
CC(=O)c1cccc(NC(=O)Nc2csc3c2CCCC3)c1,-13.3,-0.9,7.7,0.5,0.0,0.5,·,-0.5
CCN(CC)CCNC(=O)CSc1c2c(nc3cc(Cl)ccc13)CCCC2,9.8,3.5,·,3.8,4.7,1.0,·,2.3
CCCOc1ccc(C(=O)NCC(c2ccco2)N(C)C)cc1 (stereo not drawn),3.8,-0.5,-1.0,-1.0,-10.7,0.0,3.4,·
COCCN1Cc2cccc(C(=O)NCCc3ccccc3)c2C1=O,2.6,17.8,6.9,1.9,10.2,0.1,-1.0,1.9
Cc1ccc(NC(=S)N2CCC(N(C)CC3CCCO3)CC2)cc1 (stereo not drawn),-7.9,2.0,-3.6,2.7,3.4,0.0,9.9,4.0
COc1cc(O)c(C(CC(=O)N2CCCC2)c2ccc(N(C)C)cc2)c(OC)c1 (stereo not drawn),-20.9,-10.3,1.0,·,-2.2,0.3,·,4.5
O=C(NCCOc1ccccc1F)C1CC(=O)N(c2ccc3c(c2)OCCO3)C1 (stereo not drawn),1.3,-5.6,·,-4.3,1.4,-0.2,-7.3,-1.8
CCCc1nnc(NC(=O)CCC(=O)NCc2ccc(Cl)cc2Cl)s1,9.7,-0.6,-10.7,-3.9,7.1,0.0,-5.7,0.6
CC(=O)N1CCOc2ccc(S(=O)(=O)N3CCC(C(=O)NCc4ccc(F)cc4)CC3)cc21,6.8,1.8,-1.2,-3.4,-5.6,0.0,-4.0,1.5
CC(=O)N/C(=C/c1ccc2c(c1)OCO2)C(=O)N1CCOCC1,7.0,0.0,-0.9,1.5,19.0,0.0,9.0,-3.1
CCCC(=O)Nc1ccc2c(c1)C(=O)N(C)C[C@@H](OC)[C@H](C)CN(C(=O)CC1CC1)[C@H](C)CO2,-2.8,·,-4.2,-4.2,-6.8,0.1,-2.3,-0.5
O=C(NC1CCCC1)N1CC(=O)N2[C@H](CO)[C@H](c3ccc(-c4cccnc4)cc3)[C@@H]2C1,-40.3,1.6,·,6.5,·,0.1,3.3,-2.6
Cc1cc(C)cc(N(CC(=O)Nc2cccc(C)n2)S(=O)(=O)c2c(C)noc2C)c1,3.8,-23.3,0.6,-4.4,31.6,-0.1,-7.8,-0.5
Cc1ccc(NC(=O)Nc2ccc3c(c2)C(=O)N(C)[C@@H]2CC[C@H](CC(=O)NCC(F)(F)F)O[C@@H]2CO3)cc1,-15.0,-7.4,-6.8,0.9,-13.9,0.0,0.9,·
O=C(Oc1ccc2ccc(O)cc2c1)C1CCCCC1,4.1,0.9,·,-3.9,-47.7,0.0,4.5,-3.2
COc1ccc(CCNC(=O)C/C(C)=N/NC(=O)Cc2cccc3ccccc23)cc1OC,1.2,-5.4,2.9,0.8,1.5,0.0,6.1,0.0
Cc1ccccc1N1CCN(CC(=O)NCc2ccc(Cl)cc2)CC1,14.8,-32.9,-5.1,0.3,8.3,0.2,4.3,0.8
Brc1ccc(-c2csc(N3CCCCCC3)n2)cc1,-27.4,·,-5.7,-0.4,-41.1,0.0,-0.6,1.4
NC(=O)c1ccc(/C=N/O)nc1,-8.1,6.2,31.1,-6.6,-14.9,0.5,·,-1.9
Cc1c(C=Nc2ccc(S(=O)(=O)N(C)C)cc2)c(O)[nH]c(=O)c1C#N,3.7,·,6.6,-1.4,10.3,0.0,-4.6,-1.5
CCOC(=O)[C@]12CCC=C1N(Cc1ccco1)C(=O)[C@H](CC(=O)NCCCCc1ccccc1)C2,1.4,-23.1,·,-2.8,17.8,-0.1,-11.6,0.0
CC(NC(=S)NCc1ccccc1)C12CC3CC(CC(C3)C1)C2 (stereo not drawn),-7.3,1.6,2.5,6.5,2.3,0.1,0.3,-2.1
COc1ccc(C2CC(c3ccc4ccccc4c3OC(C)=O)=NN2C(=O)/C=C/c2ccccc2)cc1 (stereo not drawn),9.9,4.9,0.0,2.5,6.3,1.5,-0.7,·
COCC(=O)N1C[C@H](C)[C@@H](OC)CN(C)C(=O)c2ccc(NC(=O)c3ccc(OC)cc3)cc2OC[C@H]1C,12.7,-1.5,-8.0,3.8,5.5,0.1,11.0,-3.3
# Other records follow:
SMILES,EWS-Fli block,INS-1E GSIS act,ARNT-TACC3 inh,ERp5 inh,PAX8 reporter,XiGFP reactiv,DENV2 CPE rescue,CFTR F508del cor
CCOc1ccc(NC(=O)CN2CCN(C(=O)C3CCCO3)CC2)cc1 (stereo not drawn),·,-0.6,-4.0,2.0,5.1,-0.1,-12.0,-0.1
Cn1c(=O)c(Sc2ccccc2)c(O)c2ccccc21,-0.1,1.7,-12.5,-5.1,-13.8,0.1,-2.9,0.2
CS(=O)(=O)Nc1cccc(-c2cc(NC=O)c3ncc(-c4ccc(F)cc4)n3c2)c1,2.6,-28.9,·,-1.2,80.7*,-0.1,-2.3,-5.2
Cc1ccccc1CC(=O)Nc1ccon1,0.7,-13.0,-7.0,3.1,-0.1,0.0,-2.4,-0.5
COc1ccc(OCC(O)CN2CCCC2)cc1 (stereo not drawn),13.9,-6.8,-1.7,1.0,15.9,0.2,-3.5,1.9
O=C(N/N=C/c1ccsc1)c1ccc2c(c1)OCO2,-71.1,-1.1,-0.4,10.2,-110.7,0.2,-3.0,1.2
C[C@H](CO)N1C[C@H](C)[C@@H](CN(C)C(=O)Nc2cccc3ccccc23)Oc2ccc(NC(=O)Nc3ccccc3)cc2CC1=O,15.3,-12.3,5.7,5.2,·,-0.9,-6.9,-0.9
CSc1ncccc1C(=O)Nc1cccc(C)n1,·,10.2,-2.0,3.8,-1.3,0.0,1.9,-0.3
Cc1cccc(C)c1NC(=S)Nc1c(C)n(C)n(-c2ccccc2)c1=O,1.8,-0.4,2.8,-6.6,76.0*,0.1,-1.3,0.7
C[C@@H]1CN([C@@H](C)CO)C(=O)c2cc(NC(=O)NC3CCCCC3)ccc2O[C@@H]1CN(C)S(C)(=O)=O,0.3,10.7,-6.5,5.3,-15.3,0.2,-2.4,1.9
C=CCN=C1SC(C)C(=O)N1S(=O)(=O)c1ccccc1 (stereo not drawn),·,3.5,-0.2,2.1,-9.0,·,·,·
COc1cccc(/C=N/NC(=O)c2ccc(-n3cnnn3)cc2)c1,-2.8,37.1,-6.1,2.2,23.0,0.2,1.5,-0.8
CN(C)/C=C/C(=O)c1ccc(F)cc1,·,-7.8,1.9,-10.3,-37.2,·,·,·
C[C@H](CO)N1C[C@H](C)[C@H](CN(C)Cc2ccccc2C(=O)O)OCc2cn(nn2)CCCC1=O,-7.0,9.5,-2.7,1.1,-3.9,0.5,2.8,-2.2
COc1ccc(CNC(=O)CSCc2ccccc2Cl)cc1,·,14.2,-3.2,·,-47.5,0.0,·,·
C[C@H]1CN([C@@H](C)CO)C(=O)Cc2cc(NC(=O)Nc3ccccc3)ccc2O[C@@H]1CN(C)C,8.5,6.8,·,·,-15.5,0.0,·,-0.1
CCCCn1c(N)c(N(CC)C(=O)c2ccccc2C)c(=O)[nH]c1=O,-5.2,27.1,-4.0,3.6,9.8,0.0,?,-2.2
C[C@@H]1CN([C@@H](C)CO)C(=O)Cc2cc(NC(=O)Nc3cccc4ccccc34)ccc2O[C@H]1CN(C)Cc1ccc2c(c1)OCO2,23.1,-14.7,25.2,-2.7,-4.2,-1.3,-3.7,0.7
COc1ccc(CN2CC(=O)N(c3cc(Cl)ccc3OC)C2=S)cc1OC,2.9,-3.0,-3.6,0.8,-2.1,0.1,7.9,0.9
CC(C)NCC(O)c1ccc(O)c(O)c1 (stereo not drawn),-6.3,·,19.5,0.9,-15.6,0.1,-3.1,-2.3
CC(=O)N1c2ccc(S(=O)(=O)NCCC(=O)NCc3ccc(F)cc3)cc2CC1C (stereo not drawn),-0.1,5.6,2.3,5.6,12.3,0.4,-2.7,-4.0
CCN(CC)C(=O)c1[nH]cnc1C(=O)Nc1ccon1,-2.7,-9.2,-1.3,-3.7,-8.0,0.1,5.9,-3.3
CN(C)C1(CNC(=O)C2CCN(S(=O)(=O)c3cccc(C(F)(F)F)c3)CC2)CCCCC1,4.2,-16.9,-8.0,0.6,·,0.0,-9.6,1.1
COc1ccc2[nH]c3c(c2c1)CCN1C(=O)C(CC(=O)NCCCN(C)C)C[C@H](C(=O)N(C(C)C)C(C)C)[C@@]31C (stereo partly drawn),-0.5,10.2,0.8,1.9,-10.5,0.3,-9.2,0.7
CC(=O)Nc1ccccc1Sc1ccccc1,-4.3,11.3,12.0,-1.5,·,·,-1.1,2.4
# Next structures
SMILES,EWS-Fli block,INS-1E GSIS act,ARNT-TACC3 inh,ERp5 inh,PAX8 reporter,XiGFP reactiv,DENV2 CPE rescue,CFTR F508del cor
Cc1cc(C(=O)NCc2ccco2)on1,10.7,18.1,-2.4,1.2,-11.2,0.1,16.4,-4.7
O=C(NCCc1ccccn1)c1ccc2nc(Cc3ccccc3F)oc2c1,-107.9,-6.6,20.1,-15.4,·,0.1,9.2,-1.1
COc1ccc(CN(CC2CCC(C(=O)O)CC2)C(=S)Nc2ccccc2OC)cc1 (stereo not drawn),-0.2,1.5,-1.5,1.0,-3.3,0.3,4.8,0.8
COCCNC(=O)NC(=O)CN1C(=O)NC(Cc2c[nH]c3ccccc23)C1=O (stereo not drawn),6.4,31.8,-15.7,3.4,23.5,0.0,-1.4,1.6
C[C@H]1CN([C@@H](C)CO)C(=O)c2cccc(NS(=O)(=O)c3cn(C)cn3)c2O[C@H]1CN(C)S(=O)(=O)c1cn(C)cn1,-10.0,17.8,-12.3,-3.2,0.7,-0.6,-2.3,-2.6
Cc1ccc(S(=O)(=O)N(C)C[C@H]2Oc3ccc(NC(=O)Nc4ccc(F)cc4)cc3CC(=O)N([C@H](C)CO)C[C@H]2C)cc1,7.0,-19.4,-7.7,7.8,10.2,-0.1,0.3,1.0
O=C1CN(c2nc(-c3cccnc3)nc3sc4c(c23)CCCC4)CCN1,-4.3,-28.0,6.4,5.0,7.5,1.7,-2.2,5.9
O=C(Cc1ccccc1)N1CC(=O)N2[C@H](C1)[C@@H](c1ccc(-c3cccc(F)c3)cc1)[C@@H]2CO,1.5,-19.1,·,0.0,-13.4,0.0,2.2,1.6
COc1ccc(-n2nc(C)cc2N)cc1,4.1,-7.0,·,0.4,6.7,0.0,4.4,2.7
COc1ccccc1CNC(=O)c1cc(-c2ccccc2)nn1Cc1cc(C)no1,12.6,-32.2,-1.8,0.5,-22.4,0.0,18.0,-0.9
Cc1ccc(C(NC(=O)N2CC(C)OC(C)C2)C(Cl)Cl)cc1F (stereo not drawn),·,-11.4,-18.5,·,-1.2,-0.1,·,·

# One compound at a time, from the list above.
# `Cc1ccc(C(NC(=O)N2CC(C)OC(C)C2)C(Cl)Cl)cc1F` (stereo not drawn) is entered as EWS-Fli block: ·; INS-1E GSIS act: -11.4; ARNT-TACC3 inh: -18.5; ERp5 inh: ·; PAX8 reporter: -1.2; XiGFP reactiv: -0.1; DENV2 CPE rescue: ·; CFTR F508del cor: ·
# `Cc1cc(C(=O)NCc2ccco2)on1` is entered as EWS-Fli block: 10.7; INS-1E GSIS act: 18.1; ARNT-TACC3 inh: -2.4; ERp5 inh: 1.2; PAX8 reporter: -11.2; XiGFP reactiv: 0.1; DENV2 CPE rescue: 16.4; CFTR F508del cor: -4.7
